Bioassay records from PubChem.
PPARg SRC3 recr: PPARgamma agonists recruiting SRC-3 coactivator, primary screen, biochemical. Peroxisome proliferator-activated receptor gamma (Homo sapiens), P37231. biochemical PPARgamma/SRC-3 coactivator recruitment assay. activation, % at 8 µM. 0.26% of 200,000 active. AID 731, 2007; in the data active = activation above about 23%;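 note: 0% = DMSO and 100% = reference agonist; some compounds past the cut are filed as inactive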
PPARg SRC1 recr: PPARgamma agonists recruiting SRC-1 coactivator, primary screen, biochemical | Peroxisome proliferator-activated receptor gamma (Homo sapiens), P37231 | 0.41% of 200,000 active | AID 631, 2007 | PPARgamma-SRC-1 coactivator recruitment biochemical assay | activation, % at 8 µM; in the data active = activation above about 19%;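 note: 0% = DMSO and 100% = reference agonist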
ROMK primary: ROMK potassium channel modulators, primary screen, cell-based, thallium flux, MLSMR library | ATP-sensitive inward rectifier potassium channel 1 (Homo sapiens), P48048 | Tet-inducible ROMK, thallium flux fluorescence; actives lie on both sides | B-score at 10 µM | 2% of 130,000 active | AID 1918, 2009;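 active = signal ratio slope over the read window, or its plate-corrected B-score, at least 3 SD from the plate mean, either direction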;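 note: B-score of the F/F0 ratio slope over 7 to 12 s after thallium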
Target sequence (P48048 whole entry, looked up): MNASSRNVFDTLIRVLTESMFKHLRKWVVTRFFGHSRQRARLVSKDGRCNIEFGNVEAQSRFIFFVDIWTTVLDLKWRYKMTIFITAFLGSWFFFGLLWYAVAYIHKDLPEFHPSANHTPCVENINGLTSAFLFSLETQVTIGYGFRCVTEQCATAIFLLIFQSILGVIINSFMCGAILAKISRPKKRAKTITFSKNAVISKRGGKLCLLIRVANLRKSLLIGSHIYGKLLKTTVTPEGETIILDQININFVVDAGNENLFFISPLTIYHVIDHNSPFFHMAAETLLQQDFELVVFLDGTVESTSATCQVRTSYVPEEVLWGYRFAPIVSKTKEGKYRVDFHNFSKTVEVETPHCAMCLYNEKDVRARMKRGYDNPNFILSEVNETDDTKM
G6PDH counter: L. mesenteroides G6PDH inhibitors, counter-screen for G6PDH-coupled screening assays, biochemical, Leuconostoc mesenteroides enzyme | glucose-6-phosphate dehydrogenase [Leuconostoc mesenteroides] | Purified L. mesenteroides G6PDH, diaphorase/resazurin coupled fluorescence, 45 min | inhibition, % at 5 µM | 0.12% of 200,000 active | AID 1020, 2008; in the data active = inhibition above about 50%
PMI act: activators of human PMI, primary screen, biochemical, fluorescence intensity, near-Km mannose 6-phosphate. purified human PMI, coupled resazurin fluorescence, 20 min; hits give high values; 1 = vehicle control, 0 substrate-free wells. activation factor at 20 µM. 0.005% of 190,000 active;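 active = activation factor of 2 or more at 20 µM, relative to plate controls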
PPARg SRC2 recr: agonists of PPARg-SRC-2 recruitment, primary screen, biochemical, HTS; activation, % at 8 µM; AID 1032, 2008; 0.34% of 200,000 active; Peroxisome proliferator-activated receptor gamma (Homo sapiens), P37231; PPARgamma LBD-SRC-2 recruitment; in the data active = activation above about 22%;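 note: 0% = vehicle and 100% = reference agonist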
Diaph inh CS: diaphorase inhibitors and chemical oxidizers, primary screen, counter-screen for diaphorase-coupled primary assays, biochemical, uHTS, resorufin fluorescence. diaphorase resazurin-to-resorufin fluorescence, NADH, 16 min; bacterial (C. kluyveri) enzyme, not human. inhibition, % at 20 µM. 0.69% of 190,000 active. AID 1217, 2008;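 active = primary screen inhibition at 20 µM above a set limit, cut at about 50% in these data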;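 note: plate controls were DMSO with full reaction for no effect and wells lacking NADH for full effect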
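Assay system: diaphorase enzyme from Clostridium kluyveri. Quantity: enzyme working solution with 0.14 U/mL diaphorase. Schedule: reaction incubation of 16 min at room temperature. Technique: resorufin fluorescence, excitation 544 nm, emission 590 nm. Controls: No-NADH positive control and DMSO neutral control.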
SRC2 TRFRET art: TR-FRET signal artefacts, primary screen, artefact control for PPARgamma SRC-2 agonist project, biochemical. TR-FRET artefact counter-screen; hits give high values. TR-FRET ratio at 8 µM. 0.4% of 200,000 active; in the data active = TR-FRET ratio above about 2000; note: inactives centre near 1500
Diaphorase act: compounds boosting diaphorase resazurin reduction – biochemical, uHTS, resorufin fluorescence, counter-screen for diaphorase-coupled primary assays, primary screen; AID 1229, 2008; 0.005% of 190,000 active; activation factor at 20 µM; Diaphorase/resazurin coupled assay, 16 min; hits give high values; 1 = vehicle wells, 0 = NADH-free wells;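 active = diaphorase activity raised at least twofold by the compound at 20 µM; inactive = activation factor below 2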
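Material: purified diaphorase enzyme from Clostridium kluyveri / Medium: HEPES pH 7.4 buffer with MgCl2 and Tween 20 / Schedule: enzyme reaction of 16 min at room temperature / Measured by: resorufin fluorescence, excitation 544 nm, emission 590 nm / Evaluation: rise in resorufin formation, marking diaphorase activation or chemical reduction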
PMI act hi M6P: human PMI activators, high substrate, primary screen, biochemical, fluorescence intensity, near-saturating mannose 6-phosphate | 0.34% of 190,000 active | AID 1216, 2008 | coupled PMI enzyme assay, resazurin fluorescence, 20 min; hits give high values; 1 = untreated enzyme, 0 = substrate-free blank | activation factor at 20 µM;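 active = activation factor of 2 or more at 20 µM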
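Test system: human PMI in coupled enzyme assay; Input: PMI at 15 ng/mL final; Medium: HEPES buffer, pH 7.4; Schedule: 20 min incubation at room temperature; Technique: resorufin fluorescence at Ex 544/Em 590 nm; Compound: 20 µM single dose; Probe or stimulus: Near-saturating mannose-6-phosphate, 1.0 mM.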
S1P3 antagonist: S1P3 receptor antagonists, primary screen, cell-based | Sphingosine 1-phosphate receptor 3 (Homo sapiens), Q99500 | CHO S1P3 NFAT-BLA reporter, FRET fluorescence, antagonist mode | inhibition, % at 4.98 µM | 0.27% of 170,000 active;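 active = inhibition above the plate cutoff, the mean inhibition of test wells on that plate plus 3 SD, cut at about 28% in these data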;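 note: cells challenged with S1P at its EC80 of 0.8 µM; blue over green emission ratio from cleaved BLA substrate after 4 h stimulation; 0% = S1P-stimulated wells and 100% = unstimulated DMSO-only wells; some compounds past the cut are filed as inactive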
Target sequence (Q99500 whole entry, looked up): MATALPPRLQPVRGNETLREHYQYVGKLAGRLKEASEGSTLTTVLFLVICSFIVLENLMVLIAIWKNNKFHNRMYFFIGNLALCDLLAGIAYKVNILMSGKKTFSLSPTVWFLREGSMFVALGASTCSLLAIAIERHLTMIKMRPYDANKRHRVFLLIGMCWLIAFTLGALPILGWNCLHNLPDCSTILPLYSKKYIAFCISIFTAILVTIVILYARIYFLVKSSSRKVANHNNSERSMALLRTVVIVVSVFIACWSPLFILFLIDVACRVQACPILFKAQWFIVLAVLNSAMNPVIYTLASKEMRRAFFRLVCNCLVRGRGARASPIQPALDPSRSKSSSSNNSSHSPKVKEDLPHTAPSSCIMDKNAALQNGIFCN
* hit, by the source's call; nt = not tested or not shown.

Start of the listing, in advance:
SMILES | PPARg SRC3 recr | PPARg SRC1 recr | ROMK primary | G6PDH counter | PMI act | PPARg SRC2 recr | Diaph inh CS | SRC2 TRFRET art | Diaphorase act | PMI act hi M6P | S1P3 antagonist
Fc1cccc(NC(=S)NCc2cccnc2)c1 | 0 | -3 | nt | 6 | 1 | -5 | -6 | 1546 | 1.1 | 1 | -2
CCN1CCN(C(=O)C2CCC(CNS(=O)(=O)c3ccccc3)CC2)CC1 (stereo not given) | -2 | -12 | 0.12 | 4 | 1 | -2 | 4 | 1546 | 1 | 1 | nt
COc1cccc(C=Nc2cccc3c(=O)[nH][nH]c(=O)c23)c1O | -4 | 5 | -1.6 | 2 | 1 | 3 | 4 | 1553 | 1 | 1 | -18

Results, from the first entry:
SMILES | PPARg SRC3 recr | PPARg SRC1 recr | ROMK primary | G6PDH counter | PMI act | PPARg SRC2 recr | Diaph inh CS | SRC2 TRFRET art | Diaphorase act | PMI act hi M6P | S1P3 antagonist
Fc1cccc(NC(=S)NCc2cccnc2)c1 | 0 | -3 | nt | 6 | 1 | -5 | -6 | 1546 | 1.1 | 1 | -2
CCN1CCN(C(=O)C2CCC(CNS(=O)(=O)c3ccccc3)CC2)CC1 (stereo not given) | -2 | -12 | 0.12 | 4 | 1 | -2 | 4 | 1546 | 1 | 1 | nt
COc1cccc(C=Nc2cccc3c(=O)[nH][nH]c(=O)c23)c1O | -4 | 5 | -1.6 | 2 | 1 | 3 | 4 | 1553 | 1 | 1 | -18
O=C(NCCCO)/C(=C\c1ccco1)NC(=O)c1ccc(Br)o1 | 1 | 8 | 0.031 | 2 | 1.1 | 12 | 13 | 1702 | 0.9 | 1 | -14
Cc1ccc(O)c(C(=O)c2cnc3c(c2)c(=O)n(C)c(=O)n3C)c1 | 2 | 4 | -0.77 | -3 | 1.1 | 11 | -13 | 1510 | 1.1 | 1 | -1
CCOC(=O)C1=C(C)NC(=O)NC1c1ccc(OCC(N)=O)cc1 (stereo not given) | 6 | 1 | 1.1 | 10 | 1.1 | 2 | 12 | 1496 | 0.9 | 1.1 | nt
CCc1ccc(N(C(=O)CCC(=O)Nc2cc(C)on2)C(C(=O)NC2CCCC2)c2ccco2)cc1 (stereo not given) | 8 | 2 | -1.4 | 5 | 0.8 | 5 | 28 | 1622 | 0.7 | 0.8 | nt
CCNC(=O)COC(=O)c1sccc1C | -3 | 5 | 0.11 | -2 | 1.1 | 4 | -11 | 1529 | 1.1 | 1.1 | -16
COc1ccccc1NS(=O)(=O)c1ccc(NC(=O)c2ccncc2)cc1 | 0 | 4 | -0.45 | -1 | 1.1 | -2 | 6 | 1682 | 0.9 | 1 | 5
Cc1cccc(-n2nnnc2SC(C)C(=O)NCCC2=CCCCC2)c1 (stereo not given) | 3 | 8 | -0.39 | 28 | 1 | 4 | 1 | 1870 | 1 | 1.1 | nt
O=C(Cn1c(=O)n(-c2ccc(F)cc2)c(=O)c2sccc21)NC1CCCCC1 | 4 | -3 | 1.9 | 40 | 1.1 | 3 | 5 | 1523 | 0.9 | 1.1 | -5
CCC1SC2=NC(C)=C(C(=O)OCCOC)C(c3ccc(C(=O)OC)cc3)N2C1=O (stereo not given) | 7 | -2 | -0.24 | 4 | 0.9 | -3 | 22 | 1633 | 0.8 | 0.9 | nt
Cc1ccccc1NC(=O)C(=O)NCc1ccccn1 | 1 | 4 | nt | -18 | 0.9 | -1 | 9 | 1561 | 0.9 | 1 | nt
Nn1c(SCC(=O)Nc2ccc3c(c2)OCO3)nnc1-c1ccccc1 | 4 | 5 | -0.41 | 8 | 0.9 | 2 | 6 | 1656 | 0.9 | 1 | nt
Cc1ccc(C(=O)CSc2nnnn2-c2ccccc2)o1 | -2 | 8 | 0.7 | 1 | 1.1 | -2 | 6 | 1700 | 0.9 | 1 | -13
Nc1c(C(=O)NCCN2CCOCC2)c2nc3ccccc3nc2n1-c1cccc(F)c1 | -9 | -5 | nt | 4 | 1.1 | -3 | 15 | 1583 | 0.8 | 1.1 | -6
CCOC(=O)c1ccc2c(c1)[nH]c(=S)n2CC | 20 | 23* | 0.025 | 6 | 1 | 28* | 8 | 1960 | 0.9 | 1 | 1
O=C(O)c1cccc(-n2c(-c3cnccn3)n[nH]c2=S)c1 | -1 | 2 | -0.54 | 8 | 1.1 | 1 | -2 | 1372 | 1 | 1 | -25
O=C(COC(=O)c1ccccc1Nc1cccc(C(F)(F)F)c1)NCc1ccco1 | 1 | 2 | nt | 5 | 0.9 | 1 | 27 | 1630 | 0.7 | 1 | nt
CCCN1C(=O)C(O)(CC(=O)c2cccc(OC)c2)c2ccccc21 (stereo not given) | 3 | 6 | nt | 0 | 0.9 | 7 | 1 | 1605 | 1 | 1 | 10
O=C(CC(c1ccccc1)c1cc(Cl)ccc1O)N1CCOCC1 (stereo not given) | 6 | 0 | nt | -4 | 1 | 6 | 16 | 1418 | 0.8 | 0.9 | 2
O=C(Nc1ncc2c(n1)-c1ccccc1CC2)c1cccs1 | 3 | -3 | 0.88 | -1 | 1 | -7 | 20 | 1681 | 0.8 | 1 | 16
COc1ccccc1C(=O)Nc1ccon1 | 1 | 1 | nt | -1 | 1 | -1 | 5 | 1492 | 0.9 | 1 | nt
COc1ccc(N2CCN(C(=O)CCn3nnc4ccccc43)CC2)cc1 | 6 | 3 | -0.31 | 5 | 0.9 | -1 | 24 | 1511 | 0.8 | 0.9 | -7
CC(=O)NC(CCS(C)(=O)=O)C(=O)Nc1ccccc1C (stereo not given) | 8 | -6 | -0.021 | 0 | 0.9 | -6 | 4 | 1534 | 1 | 1 | 2
CC1(C)CC2CC(C)(CN2C(=O)CN2C(=O)c3ccccc3C2=O)C1 (stereo not given) | 2 | 4 | -0.085 | 7 | 0.8 | 4 | 26 | 1751 | 0.7 | 0.9 | -12
CCOC(=O)CC(NC(=O)Cn1nnc(-c2ccccc2C)n1)c1ccc(OC)cc1 (stereo not given) | -7 | 0 | -0.049 | 4 | 1 | -5 | -7 | 1452 | 1.1 | 1 | 0
COc1ccc(N(CCC#N)C(=O)/C(C#N)=C/c2cccs2)cc1 | 2 | -2 | -1.3 | 1 | 1 | -16 | 4 | 1449 | 1 | 1 | -10
Cc1nc2c(C(=O)NCc3ccc4c(c3)OCO4)cnn2c(C)c1Cc1ccc(F)cc1Cl | -6 | -2 | nt | 7 | 0.9 | -6 | 1 | 1456 | 1 | 1.1 | nt
CCOC(=O)c1[nH]c(C)c(C(=O)N2CCN(C(=O)OCC)CC2)c1CC | 6 | 5 | 0.02 | -11 | 1 | 7 | 2 | 1656 | 1 | 1 | -17
CCCN1CCC(=NNc2ccc(S(=O)(=O)N3CCOCC3)cc2[N+](=O)[O-])CC1 | 6 | -2 | 0.96 | 12 | 0.9 | 2 | 0 | 1525 | 1 | 0.9 | -4
Cc1onc(NC(=O)c2ccc(Cl)cc2Cl)c1Br | -1 | 6 | -0.96 | 5 | 1.2 | 8 | 13 | 1652 | 0.9 | 1.1 | 11
CC(C)(Oc1ccc(Cl)cc1)C(=O)Nc1ccc2oc(-c3ccncc3)nc2c1 | -5 | 9 | nt | 17 | 1.1 | 5 | 5 | 1636 | 1 | 1.2 | 0
Cc1ccc(N2C(=O)N(CC(=O)NC(c3ccccc3)c3ccccc3)C(=O)C2C)cc1 (stereo not given) | 0 | 2 | -1.4 | 8 | 0.9 | -1 | 19 | 1633 | 0.8 | 0.9 | nt
CC1CCCCC1NC(=O)C1CCN(S(=O)(=O)N2CCCCCC2)CC1 (stereo not given) | 2 | 3 | -0.52 | 10 | 1 | -2 | -2 | 1521 | 1 | 1 | -24
CN1CCN(C(=O)C2CCN(S(=O)(=O)c3ccc4c(c3)oc(=O)n4C)CC2)CC1 | 2 | 6 | nt | 3 | 0.9 | 3 | 12 | 1698 | 0.9 | 0.9 | -9
Cc1cccc(OCc2nnc(SCC(=O)NCCc3ccccc3)o2)c1 | 4 | -4 | nt | 8 | 1 | -3 | -3 | 1682 | 1 | 1.1 | -34
O=C(Oc1ccc(N2C(=O)CCC2=O)cc1)c1ccccc1Cl | 0 | -2 | -0.18 | -3 | 1 | -2 | 9 | 1271 | 0.9 | 1 | 0
CN1C(=O)/C(=C/c2ccc(O)c([N+](=O)[O-])c2)NC1=S | 9 | 0 | 1.3 | 3 | 0.9 | 1 | 33 | 1582 | 0.7 | 0.9 | 0
c1ccc(CCCNc2ncnc3nc[nH]c23)cc1 | 4 | 3 | nt | 22 | 1.1 | 5 | -18 | 1568 | 1.2 | 1.1 | -9
Cc1onc(-c2ccncc2)c1C(=O)O | -4 | 2 | 0.049 | 0 | 1.1 | 6 | 11 | 1574 | 0.9 | 1 | -5
COc1cc(/C=N/NC(=O)Nc2cccc3nsnc23)cc(OC)c1OC | 5 | 1 | nt | -66 | 0.9 | -5 | 4 | 1334 | 1 | 0.9 | nt
CC1CC(C)CN(S(=O)(=O)c2ccc(C(=O)Nc3nnc(-c4cccs4)o3)cc2)C1 (stereo not given) | -2 | 3 | 0.86 | 7 | 1.3 | 2 | -17 | 1622 | 1.2 | 1.2 | 4
CC(Oc1ccc(Br)cc1)C(=O)N1CCC(C(N)=O)CC1 (stereo not given) | 0 | 2 | nt | 2 | 1 | 3 | 8 | 1656 | 0.9 | 1 | -17
CCn1c(CC(=O)Nc2ccc(C)c(Cl)c2)nnc1SCC(=O)Nc1nc(C)cs1 | 2 | 3 | nt | 3 | 1 | 4 | 2 | 1438 | 1 | 1 | nt
